SW480 rereplic = induces DNA re-replication in SW480 colon adenocarcinoma cells | SW480 DNA re-replication, Hoechst DNA content imaging, 48 h | Potency, µM (series often up to 46.1 µM), without a hit: top-dose re-replication activation, hits mostly activators | hit rate 1.8% among 340,000 | AID 624297; note: potency is the fitted concentration of half-maximal effect; % of control where 0% means no effect; nearly all actives have a fitted effect of over 55% in size
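Image-based read-out: total Hoechst fluorescence of nuclei (405 nm excitation, 500-530 nm emission), with hits raising the fraction of high-intensity nuclei. SW480 colon cells incubated 48 hr with compounds at 37 C.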
WRN inhibitor = blocks human WRN helicase. WRN helicase unwinding, fluorescent forked duplex, kinetic. Potency, µM (top dose mostly 114 µM), for inactives: at the highest dose activity change, negative = inhibition, actives largely listed as inhibitors. hit rate 0.46% among 360,000; note: potency is the fitted concentration of half-maximal effect; % is set by controls: 0 for no effect and ±100 for the full control effect; nearly all actives have a fitted effect of over 55% in size
Target sequence (Q14191 whole entry, looked up): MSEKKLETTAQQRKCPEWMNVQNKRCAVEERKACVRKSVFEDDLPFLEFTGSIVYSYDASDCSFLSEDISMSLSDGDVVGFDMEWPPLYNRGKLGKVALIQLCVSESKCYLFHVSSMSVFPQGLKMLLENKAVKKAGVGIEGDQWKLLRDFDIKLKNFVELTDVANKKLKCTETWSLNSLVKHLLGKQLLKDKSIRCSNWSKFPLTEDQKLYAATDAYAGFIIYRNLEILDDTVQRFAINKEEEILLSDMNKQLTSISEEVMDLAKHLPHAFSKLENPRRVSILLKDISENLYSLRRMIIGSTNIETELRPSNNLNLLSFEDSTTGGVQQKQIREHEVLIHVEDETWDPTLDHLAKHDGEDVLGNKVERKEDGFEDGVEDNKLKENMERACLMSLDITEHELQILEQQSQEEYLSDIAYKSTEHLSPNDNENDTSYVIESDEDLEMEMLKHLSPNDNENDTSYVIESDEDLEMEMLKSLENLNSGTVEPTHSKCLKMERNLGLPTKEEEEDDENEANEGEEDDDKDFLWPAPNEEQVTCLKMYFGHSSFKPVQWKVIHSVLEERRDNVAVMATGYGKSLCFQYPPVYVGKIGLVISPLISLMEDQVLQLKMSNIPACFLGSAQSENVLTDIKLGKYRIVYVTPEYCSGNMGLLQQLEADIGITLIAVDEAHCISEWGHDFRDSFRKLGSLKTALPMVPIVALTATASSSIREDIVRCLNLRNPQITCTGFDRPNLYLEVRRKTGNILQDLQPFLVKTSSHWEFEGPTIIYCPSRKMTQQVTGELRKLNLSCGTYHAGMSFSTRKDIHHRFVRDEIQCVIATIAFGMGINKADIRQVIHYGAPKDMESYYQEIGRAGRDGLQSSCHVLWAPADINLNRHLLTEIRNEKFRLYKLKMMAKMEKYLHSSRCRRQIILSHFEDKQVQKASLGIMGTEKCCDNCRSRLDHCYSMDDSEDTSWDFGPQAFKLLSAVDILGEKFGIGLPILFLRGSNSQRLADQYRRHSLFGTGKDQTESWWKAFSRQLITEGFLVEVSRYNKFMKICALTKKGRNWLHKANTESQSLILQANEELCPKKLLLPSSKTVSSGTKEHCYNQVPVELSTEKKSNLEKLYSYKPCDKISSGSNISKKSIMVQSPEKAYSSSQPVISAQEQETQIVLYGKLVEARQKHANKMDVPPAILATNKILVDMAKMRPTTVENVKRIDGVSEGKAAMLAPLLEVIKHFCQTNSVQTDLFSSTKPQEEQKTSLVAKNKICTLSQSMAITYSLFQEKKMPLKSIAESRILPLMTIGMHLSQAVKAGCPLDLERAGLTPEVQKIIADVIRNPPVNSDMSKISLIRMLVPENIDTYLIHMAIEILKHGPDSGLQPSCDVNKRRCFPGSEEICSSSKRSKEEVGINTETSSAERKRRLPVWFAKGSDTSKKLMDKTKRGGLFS
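WRN at 20 nM final was preincubated with compound for 15 min at room temperature; reaction started with 100 nM forked duplex oligonucleotide carrying fluorophore and quencher plus 2 mM ATP (final). Unwinding followed kinetically by red fluorescence (ex 525/em 598 nm).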
ATXN2 expr inh = reduces ATXN2 reporter expression in HEK-293 cells; HEK-293 ATXN2-luciferase reporter, luminescence, 24 h; AID 1745845; hit rate 0.72% among 360,000; Potency, µM (series often up to 57 µM), for the others: at the highest dose activity change, negative = inhibition, most hits filed as inhibitors; note: potency is the fitted concentration of half-maximal effect; % is set by controls: 0 for no effect and ±100 for the full control effect; nearly all actives have a fitted effect of over 55% in size
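qHTS (up to 57 uM final) was run with 24 h compound exposure of reporter cells at 37 °C. Each well was multiplexed: SteadyGlo luminescence measured ATXN2-luciferase expression after a fluorogenic Gly-Phe-AFC viability readout (25 uM final).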
KB-V1 cytotox = kills drug-selected multidrug resistant KB-V1 cells. Potency, µM (titrated, usually from 46.1 µM), without a hit: at the highest dose activity change, negative = cytotoxicity, usual class: cytotoxic. hit rate 3.4% among 400,000. KB-V1 MDR cells viability, CellTiter-Glo, 72 h; note: potency is the fitted concentration of half-maximal effect; % is set by controls: 0 for no effect and ±100 for the full control effect; nearly all actives have a fitted effect of over 60% in size
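Luminescent ATP read-out (CellTiter-Glo, 10 min) measures survival of drug-selected KB-V1 MDR cells after 72 h, 37 degrees C compound exposure. Medium: phenol-red-free DMEM, 10% FBS. Values from fitted concentration-response curves.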
IL1B secr inh = blocks inflammasome-driven IL-1 beta release. THP-1 LPS/ATP IL-1B secretion, AlphaLISA, 16 h; hits give low values. hit rate 4.7% among 360,000. activity change, % at 57.5 µM; in the data active = activity change below about -50%; inconclusive = mostly about -30% to -49%; note: % is set by controls: 0 for no effect and ±100 for the full control effect
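THP-1 cells pretreated 1 hr with compounds (up to 57.5 uM final), then stimulated with LPS (250 ng/mL final) plus ATP (1.25 mM final); secreted IL-1B measured by AlphaLISA after 16 hr, decreased signal indicating inhibition.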
HT1080 IDH1KD tx = kills HT-1080 cells with IDH1 knockdown; Potency, µM (series often up to 46.1 µM), without a hit: at the top dose activity, negative = toxicity, actives largely listed as cytotoxic; hit rate 2% among 360,000; HT-1080 IDH1 knockdown viability, ATP luminescence, 48 h;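 note: potency is the fitted concentration of half-maximal effect; 0% = DMSO wells and -100% = cell-free medium wells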
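Luminescent ATP read-out (CellTiter-Glo, 10 min at room temperature) after 48 h compound exposure at 37 °C gave viability of IDH1-knockdown HT-1080 cells. Activity was normalised to DMSO and cell-free wells, then fitted as concentration-response curves.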
KB-3-1 tox = KB-3-1 parental cell cytotoxicity. hit rate 1.4% among 400,000. Potency, µM (series often up to 46.1 µM), for the others: at the top dose activity change, negative = cytotoxic, hits mostly cytotoxic. KB-3-1 viability, CellTiter-Glo ATP luminescence, 72 h. AID 1347075; note: potency is the fitted concentration of half-maximal effect; % is set by controls: 0 for no effect and ±100 for the full control effect; nearly all actives have a fitted effect of over 60% in size
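Using CellTiter-Glo luminescence, growth of non-resistant KB-3-1 adenocarcinoma cells is assessed 72 h after pin-tool compound addition at 37 °C. Normalized responses across the concentration series yield fitted curves.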
MCF10A rereplic = DNA re-replication induction in MCF 10a cells; hit rate 2.9% among 350,000; Potency, µM (highest dose often 46.1 µM), for inactives: at the highest dose activity, positive = re-replication, usual class: activators; MCF 10A DNA re-replication, Hoechst nuclear intensity, 48 h; AID 624296; note: potency is the fitted concentration of half-maximal effect; % of control where 0% means no effect; nearly all actives have a fitted effect of over 50% in size
HT1080NT lethal = kills 2HG-producing HT-1080-NT fibrosarcoma cells. hit rate 1.6% among 360,000. HT-1080-NT fibrosarcoma viability, CellTiter-Glo ATP luminescence, 48 h. Potency, µM (series often up to 46.1 µM), for the others: at the top dose activity, negative = less viability, most hits filed as cytotoxic;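 note: NT is the 2HG producing partner of a matched IDH1 knockdown line; potency is the fitted concentration of half-maximal effect; 0% = DMSO-treated cells and -100% = media-only wells without cells; nearly all actives have a fitted effect of over 55% in size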
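A 48-hour cytotoxicity screen used HT-1080-NT cells plated 2 hours before compound delivery. ATP-based CellTiter-Glo luminescence measured viability, normalized to DMSO and no-cell controls.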
An asterisk follows results filed as active; i = inactive; ? = inconclusive; · = not tested or not shown; [ ] = dose if it differs, or a comment. Unless noted, calls come from the whole dose curve; as a rule, active = well fitted curve in the direction sought with a large enough effect; inconclusive = small, poorly fitted or top-dose-only effect, or another doubt; inactive = no such curve, though single readings can be large; an effect the other way counts as inactive or inconclusive. Compounds were not picked by outcome. Share with any hit: about 12%.

The first 3 records (preview)
structure,SW480 rereplic,WRN inhibitor,ATXN2 expr inh,KB-V1 cytotox,IL1B secr inh,HT1080 IDH1KD tx,KB-3-1 tox,MCF10A rereplic,HT1080NT lethal
CCc1cc(=O)oc2c(C)c(OC(C)C(=O)NCCCn3ccnc3)ccc12 (stereo unspecified),-12%,0%,-2%,?,0,17%,2%,10%,2%
Cc1cc(C)c2[nH]c(=O)c(C(c3nnnn3CC3CCCO3)N3CCCC(C)C3)cc2c1 (stereo unspecified),9%,1%,13%,6%,?,1%,-9%,1%,1%
O=C(CN1CCCCC1)NNc1nc(-c2ccccc2)c2cc(Cl)ccc2n1,5%,15%,-27%,?,-8,4%,?,?,12%

Main list, from the first entry:
structure,SW480 rereplic,WRN inhibitor,ATXN2 expr inh,KB-V1 cytotox,IL1B secr inh,HT1080 IDH1KD tx,KB-3-1 tox,MCF10A rereplic,HT1080NT lethal
CCc1cc(=O)oc2c(C)c(OC(C)C(=O)NCCCn3ccnc3)ccc12 (stereo unspecified),-12%,0%,-2%,?,0,17%,2%,10%,2%
Cc1cc(C)c2[nH]c(=O)c(C(c3nnnn3CC3CCCO3)N3CCCC(C)C3)cc2c1 (stereo unspecified),9%,1%,13%,6%,?,1%,-9%,1%,1%
O=C(CN1CCCCC1)NNc1nc(-c2ccccc2)c2cc(Cl)ccc2n1,5%,15%,-27%,?,-8,4%,?,?,12%
COc1ccc(S(=O)(=O)N2CCOCC2)cc1NC(=O)Cc1c(F)cccc1Cl,9%,4%,0%,6%,15,-21%,1%,5%,0%[9.24 µM]
O=C(Nc1ccc(F)cc1)C1CCCN(S(=O)(=O)c2cccc3cccnc23)C1 (stereo unspecified),-11%,-5%,-21%,-10%,-18,-11%,-21%,10%,-7%
Cc1ccc[n+](-c2[nH]c(=O)sc2/C=N/N=C(\[O-])c2cccnc2)c1,-20%,-3%,3%,-7%,9,17%,-10%,1%,5%
CC(C)(C)C(=O)Nc1ccc(S(=O)(=O)N2CCC(c3nc4ccccc4[nH]3)CC2)cc1,1%,-4%,2%,-14%,-21,-10%,-21%,1%,-10%
CCn1c(SCC(=O)c2ccc(F)cc2)nnc1-c1ccoc1C,-2%,-5%,17%,2%,0,1%,-8%,7%,2%
COc1ccc(-n2nc3c(c2NC(=O)CCCl)CSC3)cc1,-2%,-4%,-12%,5%,-4,5%,-2%,-1%,5%
O=c1c2cc(Cl)ccc2oc2nc3n(c(=O)c12)CCCS3,-3%,-13%,-17%,14%,0,-3%,-1%,-8%,-4%
CCN1CCN(S(=O)(=O)c2ccc(C(=O)Nc3ccccc3)cc2)CC1,0%,7%,-1%,?,7,0%,0%,7%,-8%
O=C(COC(=O)c1cc[n+]([O-])cc1)Nc1ccc([N+](=O)[O-])cc1Cl,-2%,-5%,2%,16%,11,19%,-2%,-1%,-1%
COc1ccccc1NC(=O)/C(=N/OCc1ccc(C#N)cc1)C(C)=O,-12%,-23%,-15%[11.3 µM],8%,3,-8%,5%,-19%,-6%
CS(=O)(=O)c1ccc(Cl)c(NC(=O)CN2C(=O)C3CCCCC3C2=O)c1 (stereo unspecified),-2%,7%,0%,?,9,4%,-1%,2%,-1%
Cc1ccc(/C=C/C(=O)c2nc3ccccc3[nH]2)cc1,?,-9%,7%,?,?,1%,11%,?,-9%
O=C(COc1cc(F)ccc1[N+](=O)[O-])Nc1ccc2c(c1)OCO2,1%,-1%,·,29%,-20,0%,0%,0%,9%
O=C(NCc1ccc(F)cc1)c1cnc(Cl)c(Cl)c1,1%,-11%,0%,25%,-79*,10%,13%,-7%,7%
Fc1ccc(/C=C\c2nccc3c2[nH]c2ccccc23)cc1,18µM*,-9%,14%[11.3 µM],-1%,-78*,23µM*,-13%,6.5µM*,?
COc1cc2c(cc1OC)C(c1ccccc1F)OC(=O)C2 (stereo unspecified),-10%,9%,·,0%,-24,2%,-1%,1%,3%
COc1ccc(N2C(=O)CSC2c2ccc(F)c(F)c2)cc1 (stereo unspecified),4%,7%,-5%,16%,5,-2%,3%,6%,-1%
CCN(CCCNc1cc2c(c(N)c1S(=O)(=O)O)C(=O)c1ccccc1C2=O)c1ccccc1,·,5%[11.6 µM],·,2%,-14,-10%,9%,·,-3%
CN(C(=O)c1cccc(NC(=O)Cc2ccc(NC(=O)C3CCCN(C(=O)C4CCCC4)C3)cc2)c1)C1CCCC1 (stereo unspecified),-4%,-4%,-18%,0%,5,-1%,0%,?,-1%
O=C(CCNC(=O)c1ccc(Cl)cc1)Nc1c(F)c(F)cc(F)c1F,-3%,-5%,2%,-26%,-11,-6%,16%,-3%,-8%
COc1ccc(-n2c(Cc3cccn3C)nnc2SCC(=O)NC2CCCCC2)cc1,2%,6%,-6%,10%,0,-1%,-22%,-2%,-4%
CC(C)(C)NCC(O)COc1c(F)cc(Br)cc1F (stereo unspecified),-5%,1%,-19%,-1%,37,0%,-1%,-21%,9%

(continued)
canonical_smiles,SW480 rereplic,WRN inhibitor,ATXN2 expr inh,KB-V1 cytotox,IL1B secr inh,HT1080 IDH1KD tx,KB-3-1 tox,MCF10A rereplic,HT1080NT lethal
CCN(Cc1ccccc1)S(=O)(=O)c1ccc(C(=O)N(CCCN(C)C)c2nc3cc(C)cc(C)c3s2)cc1,-14%,-4%,?,?,-100*,23µM*,?,23µM*,16µM*
Cc1nc2cc(CC(=O)O)ccc2o1,-4%,-3%,3%,?,11,13%,-2%,6%,9%
CC(C)C(C)NC(=O)CN1C(=O)NC2(CCc3ccccc3C2)C1=O (stereo unspecified),7%,7%,17%,41%,-3,16%,0%,?,11%
Cc1cccc(-c2nc(CN3CCN(C(=O)C4CCCO4)CC3)cs2)c1 (stereo unspecified),14%,-30%,-3%,·,-7,-6%,·,?,1%
CCN1C(=O)N(CC)C2C1N(C(C)=O)C(=O)N2C(C)=O (stereo unspecified),8%[9.22 µM],-4%,-5%,?,6,16%,25%,4%,8%
CCCN1CCC(NC(=O)c2cccc(Oc3ccccc3)c2)CC1,?,-21%,2%,?,i,-1%,1%,?,-3%
O=c1[nH]c(=O)n(Cc2ccco2)c2c1C(C(F)(F)F)(C(F)(F)F)N=C(c1ccc(F)cc1)N2,1%,13%,?,?,-68*,?,?,18%,?
CCS(=O)(=O)c1ccc2c(c1)N(S(=O)(=O)c1ccc(C)cc1)CC(C(=O)O)O2 (stereo unspecified),-16%,-14%,1%,-1%,17,22%,7%,-5%,13%
COc1cccc(CNC(=O)Cc2nc3nc(C)cc(C)n3n2)c1,-7%,1%,-9%,25%,24,9%,5%,3%,4%
CCOC(=O)Cn1c(=NC(=O)c2cc(-c3cccs3)nc3ccccc23)sc2cc(S(N)(=O)=O)ccc21,?,-5%,?,0%,-11,-25%,-18%,8.2µM*,?
COC(=O)c1ccc(NC(=O)C(=O)c2cn(CC(=O)N3CCOCC3)c3ccccc23)cc1,18%,-2%,·,12%,11,-2%,2%,-1%,0%
O=C(CCCN1Cc2ccccc2C1)c1ccc(F)cc1,-12%,-18%,5%,-18%,-7,-25%,1%,-4%,-7%
C[C@@H]1CCCCO[C@@H](CN(C)Cc2ccc3c(c2)OCO3)[C@@H](C)CN([C@H](C)CO)C(=O)c2cc(NS(=O)(=O)c3ccccc3)ccc2O1,·,4%,4%,-9%,-30,?,?,·,?
CC(NCC1COc2ccccc2O1)C1COc2ccccc2O1 (stereo unspecified),4%,-25%,1%,-15%,?,-6%,-14%,4%,0%
CCN(CC)S(=O)(=O)c1ccc(N2CCOCC2)c(NC(=O)CC23CC4CC(CC(Br)(C4)C2)C3)c1,1%,-1%,6%,5%,13,15%,5%,-10%,15%
CC(C)CC1(C)CNC(=O)NC1,-10%,-24%,-9%,0%,-2,0%,10%,0%,-5%

Reformatted with values under each structure: part of the list above.
The line under a structure holds: SW480 rereplic, WRN inhibitor, ATXN2 expr inh, KB-V1 cytotox, IL1B secr inh, HT1080 IDH1KD tx, KB-3-1 tox, MCF10A rereplic, HT1080NT lethal
- CC(NCC1COc2ccccc2O1)C1COc2ccccc2O1 (stereo unspecified)
    4%, -25%, 1%, -15%, ?, -6%, -14%, 4%, 0%
- CCN(CC)S(=O)(=O)c1ccc(N2CCOCC2)c(NC(=O)CC23CC4CC(CC(Br)(C4)C2)C3)c1
    1%, -1%, 6%, 5%, 13, 15%, 5%, -10%, 15%

Assay outcomes (PubChem BioAssay)
